ADAM10 inh: ADAM10 inhibition, QFRET primary screen; O14672; recombinant ADAM10, EDANS/DABCYL FRET peptide cleavage, 3 h; inhibition, % at 7 µM; hit rate 0.62% among 370,000;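 active = inhibition above a per-campaign cutoff equal to the mean of compounds falling between control-based bounds plus 3 SD, cut at about 20% in these data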;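 also: 0% = DMSO wells while the 100% control is not disclosed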
ssDAF-12 act: activators of S. stercoralis DAF-12 nuclear receptor | AID 652126 | hit rate 1% among 370,000 | HEK293 ssDAF-12/GRIP1 lit1-tk-luc reporter, luminescence; % of 3 µM dafachronic acid response | activation, % at 6.8 µM;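 active = activation above the mean over all tested compounds plus 3 SD, cut at about 0.9% in these data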;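 also: 0% = DMSO-only wells and 100% = 3 µM delta7-dafachronic acid wells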
DAX1 inh-1: inhibitors of human orphan nuclear receptor DAX1 (NR0B1) | P51843 | hit rate 0.99% among 340,000 | AID 504766 | inhibition, % at 6.75 µM | HEK293 Gal4-DAX1 luciferase reporter, luminescence;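 active = inhibition above the mean over all tested compounds plus 3 SD, cut at about 4.2% in these data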;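 also: 0% = DAX1-transfected cells with DMSO and 100% = empty-vector control cells with DMSO; inhibition shows as a rise in luminescence from relieved DAX1 repression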
Target sequence (P51843 207-470 limits assumed): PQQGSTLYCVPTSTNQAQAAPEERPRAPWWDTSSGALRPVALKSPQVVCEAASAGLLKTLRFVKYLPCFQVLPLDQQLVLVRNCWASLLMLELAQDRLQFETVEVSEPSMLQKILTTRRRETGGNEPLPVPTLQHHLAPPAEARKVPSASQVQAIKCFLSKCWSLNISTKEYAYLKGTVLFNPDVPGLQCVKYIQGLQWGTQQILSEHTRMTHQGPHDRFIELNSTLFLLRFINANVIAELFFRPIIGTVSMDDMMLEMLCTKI
hgDAF-12 ag: agonists of H. glycines DAF-12 nuclear receptor; HEK293 GAL4-hgDAF12 UAS-luciferase reporter, agonist luminescence; normalized to butyrate control; activation, % at 6.8 µM; hit rate 1.8% among 370,000; AID 687014;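 active = activation above a cutoff set at the mean of all screened compounds plus 3 SD, cut at about 10% in these data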;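 also: 0% = DMSO wells and 100% = sodium butyrate wells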
FXN GAA850 act: activators of GAA850 frataxin (FXN) promoter; HEK293 lucGAA850 FXN promoter luciferase reporter, 24 h; percent of 10 µM SAHA response; activation, % at 6 µM; hit rate 0.56% among 360,000; AID 540364;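 active = activation above the average of all compounds screened plus 3 SD, cutoff fixed separately per campaign, cut at about 7.5% in these data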;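 also: 0% = DMSO wells and 100% = 10 µM SAHA wells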
PG9 binder: binds the HIV-1 gp120 antibody PG9; inhibition, % at 6.7 µM; TR-FRET gp120-PG9 antibody binding; AID 624416; hit rate 0.43% among 360,000; in the data active = inhibition above about 8.5%
SMARCA2 activ: SMARCA2 function activation, primary screen | MG213 cells, MMTV-luciferase reporter, dexamethasone, overnight | activation, % at 9.1 µM | hit rate 1% among 370,000; in the data active = activation above about 7.8%;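 also: 0% = vehicle wells and 100% = reference activator wells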
DAX1 inh-2: inhibitors of DAX1 repression of SF-1 activated StAR promoter | AID 652010 | inhibition, % at 6.8 µM | HEK293T StAR-luciferase reporter, SF-1/DAX-1 repression relief | hit rate 1.1% among 370,000;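 active = inhibition above the mean over all tested compounds plus 3 SD, cut at about 3.6% in these data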;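 also: 0% = DAX-1 cells with DMSO and 100% = cells lacking DAX-1 with DMSO; higher inhibition means more luminescence from relief of DAX-1 repression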
GC-A act: GC-A (human) enzyme activation; hit rate 0.14% among 370,000; activation, % at 10 µM; HEK293 GC-A cells, cGMP TR-FRET, EC30 ANP; 0% at EC30 ANP, 100% saturating ANP; P16066; in the data active = activation above about 40%
ADAM17 inh: inhibits human ADAM17 | P78536 | recombinant ADAM17, EDANS/DABCYL FRET peptide cleavage | inhibition, % at 6.95 µM | hit rate 0.83% among 370,000;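 active = inhibition above the mean of compounds lying between control limits plus 3 SD, set per campaign, cut at about 8.5% in these data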;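 also: 0% = DMSO-only wells as the low control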
Target sequence (P78536 215-824 limits assumed): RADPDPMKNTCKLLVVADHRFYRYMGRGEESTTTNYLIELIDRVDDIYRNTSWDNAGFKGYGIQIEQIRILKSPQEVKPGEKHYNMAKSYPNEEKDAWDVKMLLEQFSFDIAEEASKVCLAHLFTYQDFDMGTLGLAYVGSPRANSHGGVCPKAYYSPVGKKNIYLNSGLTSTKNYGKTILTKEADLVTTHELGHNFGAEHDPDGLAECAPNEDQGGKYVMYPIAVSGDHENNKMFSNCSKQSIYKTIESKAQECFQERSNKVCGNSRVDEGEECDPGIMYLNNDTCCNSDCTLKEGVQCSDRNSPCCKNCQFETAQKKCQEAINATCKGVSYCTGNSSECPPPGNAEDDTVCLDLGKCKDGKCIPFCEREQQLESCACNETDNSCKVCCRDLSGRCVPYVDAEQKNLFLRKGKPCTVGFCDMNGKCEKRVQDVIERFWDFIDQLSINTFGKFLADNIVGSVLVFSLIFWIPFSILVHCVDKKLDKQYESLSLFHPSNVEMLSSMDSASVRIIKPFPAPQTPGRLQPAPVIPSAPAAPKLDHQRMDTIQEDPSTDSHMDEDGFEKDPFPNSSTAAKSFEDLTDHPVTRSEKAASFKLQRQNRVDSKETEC
hcDAF12 agonist: activates DAF-12 receptor from parasite H. contortus; HEK293 hcDAF-12 lit1-tk-luc reporter, luminescence; 0% DMSO, 100% Δ7-dafachronic acid; hit rate 1.4% among 370,000; AID 652067; activation, % at 6.8 µM;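 active = activation above the mean of all tested compounds plus 3 SD, cut at about 5.5% in these data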;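 also: 100% = response to 3 µM Δ7-dafachronic acid high control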
* = called active by the depositor; i = inactive; . = not tested or not shown.

SMILES	ADAM10 inh	ssDAF-12 act	DAX1 inh-1	hgDAF-12 ag	FXN GAA850 act	PG9 binder	SMARCA2 activ	DAX1 inh-2	GC-A act	ADAM17 inh	hcDAF12 agonist
CCOC(=O)C1CCCN(Cc2c(C(=O)N3CCOCC3)nc3ccccn23)C1 (stereo not drawn)	6	-0.4	1.1	0.1	3.7	-1.2	7	1.0	0	-1	3.9
COc1ccc(NC(=O)CCCN2C(=O)C3C4C=CC(C4)C3C2=O)c(OC)c1 (stereo not drawn)	5	-0.9	-0.2	1.2	-1.3	0.7	-4	-0.1	-3	-4	0.2
COC(=O)Nc1ccc(S(=O)(=O)n2cnc3ccccc32)cc1	-5	-0.9	1.0	0.0	-0.7	-0.6	-1	-1.3	4	-6	-0.5
O=C(O)c1cccc2c3c([nH]c12)CCCC3	-37	-1.2	2.1	-0.1	0.2	0.0	-1	0.3	3	-10	1.0
COc1cccc(N2C(=NC(=O)C3CCCCC3)SC3CS(=O)(=O)CC32)c1 (stereo not drawn)	3	-1.4	0.4	1.0	0.4	-1.9	4	0.1	-7	-1	0.3
COc1ccc(CN2CCN(c3ccc(F)cc3)CC2)c(OC)c1OC	-10	-1.9	-1.6	-2.3	-2.3	-0.2	-4	-0.1	3	-8	-1.1
CCn1c(=O)n(CC(=O)Nc2cc(OC)c(OC)c(OC)c2)c(=O)c2ccccc21	-1	-1.1	-0.7	4.1	-0.7	0.0	-2	0.4	-1	-6	-2.1
O=S(=O)(Nc1cccc(-n2cnnn2)c1)c1cc(Br)ccc1Br	-3	-0.6	0.5	2.1	1.4	-0.7	-2	0.0	1	-2	-0.2
CN(C)C(=O)C[n+]1ccc(C(N)=O)cc1	-14	-1.2	0.7	0.8	-0.2	1.1	-2	0.4	2	-8	0.8
COc1ccc(NC(=O)CN2CC(C)OC(C)C2)cc1Cl (stereo not drawn)	9	-2.0	0.3	-3.9	1.0	1.2	3	0.1	-5	-1	-1.1
CC(NC(=O)c1ccco1)C(=O)OC(C)C(=O)NCc1ccccc1 (stereo not drawn)	8	-1.1	-0.1	-3.0	0.9	0.7	-2	-0.1	0	-6	-0.9
O=c1oc2cc(O)ccc2cc1S(=O)(=O)c1ccccc1	i	-0.8	0.4	-0.8	1.5	2.1	-2	-0.2	2	i	-0.5
COc1ccc(C(=O)NCC(c2ccccc2)N2CCCC2)cc1S(=O)(=O)N1CCOCC1 (stereo not drawn)	-7	-0.8	0.8	0.1	3.7	-1.6	-2	1.8	0	-3	0.1
Cc1cc(OCCCC(=O)N2CCCCC2)cc(C)c1Cl	12	-1.3	0.3	-3.6	1.7	-0.9	2	-0.5	0	1	-1.0
Cc1ccc(C(=O)NCCNS(=O)(=O)c2ccccc2[N+](=O)[O-])cc1	2	-0.7	-0.3	-1.3	-0.1	1.2	0	0.1	2	-3	1.9
CC(=O)Nc1ccc(S(=O)(=O)N2CCCC2)cc1	0	-1.5	-0.9	-0.4	-0.2	0.4	0	0.4	-1	0	0.0
O=C(Nc1cccc(-c2cn3ccccc3n2)c1)c1cccc(Cl)c1	-36	-1.6	-0.5	-2.8	-1.3	-1.4	1	-2.0	-6	-15	-2.2
Cc1cc(C(=O)OC(C)C(=O)Nc2cccc(S(=O)(=O)N3CCOCC3)c2)c(C)o1 (stereo not drawn)	3	-1.6	1.6	-2.4	0.3	-0.7	-1	-0.4	-4	-3	-0.1
CCCc1cc(=O)[nH]c(SCC(=O)c2[nH]c(C)c(C(=O)OCC)c2C)n1	-5	-0.9	2.1	-2.8	-0.5	0.9	-2	-0.3	-7	-7	-0.3
COc1ccc(NC(=O)COC(=O)c2ccc(N3CCCC3=O)cc2)cc1OC	-5	-1.1	0.5	2.1	0.1	0.3	-5	-0.2	3	-3	-1.7
CCC1=C(OC(=O)N(CC)CC)N2C(=O)OC(=NCCOC)[C@]2(Cc2ccccc2)[C@H]2C1=CC[C@H]1C(=O)N(CC)C(=O)[C@H]12	-5	-1.2	0.6	1.7	-1.5	-0.4	1	0.1	3	1	0.2
O=C(N/N=C/c1ccsc1)c1ccc2ccccc2n1	-11	0.2	1.2	5.2	1.1	-1.7	-3	0.5	2	-1	0.6
O=C(NCCN1CCOCC1)c1ccc(CSCc2cccc(Cl)c2)o1	4	-1.0	0.4	-3.2	-1.0	-1.3	-1	-0.7	2	-2	-1.2
CCOC(=O)C1CCN(C(=O)C(=O)c2cn(CC(=O)N3CCCCCC3)c3ccccc23)CC1	-2	-0.4	-0.1	-1.6	1.4	-1.1	0	0.6	0	3	1.0
Cc1nc2nc(N)nc(OCc3ccccc3)c2nc1C	i	-1.7	.	0.4	0.3	1.2	-3	-0.4	5	i	-1.3
CCOc1ccccc1/C=N/Nc1nc2ccccc2o1	-14	-0.5	1.9	11*	2.8	0.3	1	0.5	0	-5	3.6
COC(=O)C1CCN(S(=O)(=O)c2c(C)n(C)c(=O)n(C)c2=O)CC1	-3	-1.1	0.6	3.2	0.2	1.3	1	0.8	6	-5	-0.6
CCCc1c(C)nc2c(OC)cccc2c1SCC(=O)O	-62	-1.4	0.9	-0.5	-1.1	-1.8	-1	-0.2	2	-24	-0.4
NC(=O)CC(NC(=O)Cc1cccc2ccccc12)c1ccc(NCCc2ccc(F)cc2)c([N+](=O)[O-])c1 (stereo not drawn)	-9	-0.3	2.7	-1.1	0.6	1.9	0	0.0	0	-4	-2.5
COC(=O)C1CN(S(=O)(=O)c2ccccc2)CCN1S(=O)(=O)c1ccccc1 (stereo not drawn)	1	-1.6	-0.8	-2.8	0.6	0.4	-5	-0.3	4	-4	-0.6
COc1ccc(C(=O)OCC(=O)NC2CC2)cc1S(=O)(=O)N(C)Cc1ccccc1	-3	-1.3	-0.7	2.1	-0.2	0.9	-1	0.0	-1	-3	-1.7
COCCNC(=O)/C(C#N)=C/C=C/c1ccccc1	9	-0.8	-1.2	2.8	-1.4	-0.9	-2	-0.3	-2	4	-1.4
Cc1[nH]c(=O)[nH]c1C(=O)CCCCC(=O)OCC(=O)Nc1ccccn1	6	-0.6	1.3	1.5	-1.1	-2.0	3	0.6	-1	-1	1.2
O=C(NC(=S)Nc1ccccc1O)c1ccc(Cl)cc1Cl	6	0.7	0.5	14*	0.9	0.0	3	0.7	6	4	6.5*
Cc1ccc(C23CC4CC(CC(C(=O)NC(C)C)(C4)C2)C3)cc1	-3	-0.9	-1.1	0.8	-1.0	0.9	-1	-0.3	-3	-3	-1.7
O=C(Cc1ccccc1)CC1(O)C(=O)Nc2ccccc21 (stereo not drawn)	5	-1.2	-1.0	1.8	0.4	-0.5	-1	0.1	1	-2	1.5
Cc1c(/C=N\NC(=O)c2cccc(F)c2)cnn1C	-6	-0.8	3.6	15*	0.7	0.2	0	0.8	2	-1	3.6
COc1ccc(-n2c(N)c(-c3nc4ccccc4n3C)sc2=S)cc1	5	0.6	-0.9	1.4	0.8	0.8	4	-0.2	-1	-1	4.4
COc1cccc(C(=O)Nc2ccc(S(=O)(=O)NCc3ccco3)cc2)c1	4	-1.7	-1.6	-2.0	-0.5	-0.6	-5	-2.4	-5	3	-3.1
CCOC(=O)c1c(CN2CCOCC2)oc2ccc(OC)cc12	-1	-1.4	-0.2	0.2	-0.4	-1.5	4	-0.3	5	-2	0.7
CCCN(C(=O)CSc1ncccn1)C1CCS(=O)(=O)C1 (stereo not drawn)	-1	-1.1	0.9	-0.6	1.8	1.3	-3	3.4	-1	2	-1.2
Fc1ccccc1Cc1nnc2n1N=C(c1ccc(Cl)cc1)CS2	5	0.1	-0.2	-0.2	1.5	0.2	1	-0.1	7	0	-1.5
O/N=C1\CCSc2ccc(F)cc21	-18	-1.5	0.6	1.2	2.1	-0.1	-3	-0.4	3	-9	-1.1
O=C(NCCCN1CCOCC1)C1CCCN(S(=O)(=O)N2CCCCC2)C1 (stereo not drawn)	3	-1.1	0.1	1.9	0.2	-1.4	1	-0.1	-1	-4	0.3
COc1cc(C(=O)NC2CCN(C)CC2)ccc1Nc1ncc2c(n1)N(C1CCCCC1)CCC(=O)N2C	-9	0.3	-0.9	-7.8	-5.8	2.0	-1	-1.6	29	4	4.4
COc1ccc(Cl)cc1S(=O)(=O)NCCCn1ccnc1	-9	-0.8	1.7	-0.3	2.5	0.3	-1	-0.2	3	-5	-2.1
CCN(CC)CC(=O)Nc1c(C#N)cnn1-c1ccccc1	-2	-1.5	.	-0.8	1.0	-1.0	1	0.0	-4	-4	2.8
O=C(c1cccs1)N(Cc1cccc(F)c1)C1CCS(=O)(=O)C1 (stereo not drawn)	0	-1.2	-0.1	-1.0	-0.2	-1.0	0	-0.1	6	-2	2.5
Cc1nnc(NC(=O)CSc2nnc(NC(=O)C(C)(C)C)s2)s1	-2	-1.6	2.2	-3.2	-0.8	-0.1	-2	0.8	-1	-3	1.2
O=C(NC(=S)N1CCN(c2ccc([N+](=O)[O-])cc2)CC1)c1ccco1	6	-1.6	2.4	-1.5	1.5	-3.4	-3	-0.1	-2	1	0.5
O=C1CSC(=Nc2ccc(Cl)cc2)N1Cc1cccnc1	4	-2.2	-1.1	-3.0	1.2	1.1	-4	0.1	-2	-1	-3.1
CC(=O)c1cc(F)c(N2CCN(C(=O)c3ccco3)CC2)cc1C	5	-1.3	0.2	1.1	1.9	1.1	0	0.7	-5	1	2.6
Nc1nc(SCc2ccc(Cl)cc2)[nH]c(=O)c1-c1ccccc1	-3	-1.2	1.1	2.8	1.0	0.3	-4	-0.2	6	-4	-0.6
O=C1C(Nc2cccc(O)c2)=C(N2CCCCC2)C(=O)c2ccccc21	-35	-0.6	-0.6	-1.8	-1.1	0.0	-6	-1.5	-3	-15	2.9
O=C(NCCN1C(=O)S/C(=C\c2ccccc2)C1=O)c1cc(S(=O)(=O)N2CCOCC2)c(Cl)cc1Cl	8	-1.6	-2.6	1.6	-0.2	-2.0	4	-0.1	-4	4	-1.7
CCOc1ccc2[nH]c(=O)c(CN(Cc3cccnc3)C(=O)Nc3ccccc3OC)cc2c1	-74	-1.3	-0.2	-1.1	-1.7	1.7	1	-0.7	3	-20	-0.6
O=C(N/N=C/c1ccsc1)c1ccc2c(c1)OCO2	-12	0.0	1.7	6.7	2.7	-0.3	1	0.8	1	0	0.8
Cc1ccc(NC(=O)C2CCN(S(=O)(=O)c3cccc4nonc34)CC2)nc1	-5	-1.0	0.9	-1.5	-0.9	1.5	0	-0.8	1	-2	-2.1
CCc1ccc(C(=O)COC(=O)c2ccco2)cc1	9	0.0	-0.2	5.8	4.4	2.6	5	0.3	3	4	0.4
